# Bioassay records from PubChem.
# E-sel inducer: E-selectin induction in HUVECs, primary screen, imaging, HUVEC, immunofluorescence imaging, single point. AID 686992, 2013. hit rate 0.37% among 260,000. activation, % at 7.58 µM. normalized: neutral wells 0, TNF-alpha wells 100. P16581;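 active = mean E-selectin-positive cell signal at least 10% of the positive control, reached in at least 60% of replicates, without over 20% cell loss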;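 also: in these data hits start at about 27%; measured in HUVEC primary endothelial cells; signal is the percent of cells scored E-selectin positive by PE staining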
# Target sequence (P16581 whole entry, looked up): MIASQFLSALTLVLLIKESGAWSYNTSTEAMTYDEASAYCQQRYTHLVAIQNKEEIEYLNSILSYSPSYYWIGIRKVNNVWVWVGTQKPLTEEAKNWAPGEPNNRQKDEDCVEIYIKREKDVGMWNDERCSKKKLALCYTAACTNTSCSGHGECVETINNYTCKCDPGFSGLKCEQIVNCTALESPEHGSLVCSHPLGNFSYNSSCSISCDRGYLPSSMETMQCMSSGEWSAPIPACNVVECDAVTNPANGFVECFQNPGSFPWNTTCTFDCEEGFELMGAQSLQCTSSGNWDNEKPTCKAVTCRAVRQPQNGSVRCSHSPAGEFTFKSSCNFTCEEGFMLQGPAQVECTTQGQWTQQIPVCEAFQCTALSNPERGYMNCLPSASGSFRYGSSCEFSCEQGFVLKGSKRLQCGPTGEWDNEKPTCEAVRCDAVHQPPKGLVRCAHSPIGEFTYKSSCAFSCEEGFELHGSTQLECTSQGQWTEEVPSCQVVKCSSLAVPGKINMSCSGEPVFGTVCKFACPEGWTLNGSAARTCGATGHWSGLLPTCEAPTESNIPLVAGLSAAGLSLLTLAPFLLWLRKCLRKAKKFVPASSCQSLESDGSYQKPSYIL
#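 Assay system: HUVEC, human umbilical vein endothelial cells / Amount: 3,000 HUVEC/well / Controls: TNF-alpha positive control, DMSO neutral control / Compound dosing: single concentration / Medium: EGM-2 over gelatin coat / Evaluation: percent E-selectin-positive cells / Signal: immunofluorescence imaging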
# ERp5 inh: inhibitors of ERp5-driven insulin aggregation, primary screen, biochemical, turbidity, absorbance 650 nm, single point. inhibition, % at 9.99 µM. 90 min. Protein disulfide-isomerase A6 (Homo sapiens), Q15084. AID 651711, 2012. hit rate 0.05% among 350,000;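 active = mean replicate inhibition above about 25%, with every replicate also reaching it, limit read from the data, passing the limit was not always enough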
# RAD52 inh: RAD52 DNA annealing inhibitors, primary screen, biochemical, FRET, single point, set 2 | DNA repair protein RAD52 homolog (Homo sapiens), P43351 | recombinant RAD52 DNA annealing, FRET fluorescence | inhibition, % at 18.7 µM | hit rate 0.46% among 360,000;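 active = every replicate showing at least 50% inhibition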
# esBAF inh: Bmi1 luciferase reporter increase in mESCs, primary screen, esBAF inhibitor project, mouse ES cells, Bmi1 luciferase knock-in, single point; 24 h; 100% = twice the neutral-well signal; reporter increase, % at 12.5 µM; hit rate 2% among 350,000; in the data active = activation above about 40%;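 also: 0% = median of the plate's neutral control wells and 100% = double that signal; a rise in the Bmi1 reporter signal indicates esBAF inhibition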
# XiGFP reactiv: activators of inactive X chromosome reactivation, primary screen, imaging, XiGFP fibroblasts, GFP high-content imaging, set 2 | XiGFP mouse fibroblasts, % GFP-positive cells imaging, 3 d; cells co-treated with 5-aza-dC sensitizer; scaled so ellipticine positive control = 100% | hit rate 0.055% among 360,000 | activation, % at 7.58 µM;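 active = mean normalized replicate activation at least 10% and every replicate at or above 10%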;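 also: 0% = median of on-plate neutral control wells and 100% = ellipticine 6 µM median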
#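 System: XiGFP fibroblasts, SV40-immortalized. Medium: DMEM plus 5-aza-dC sensitizer. Doses: single point. Timing: 3 d treatment, 15 min room-temperature fixation. Control set: ellipticine 6 µM.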
# ERAP1 inh: human ERAP1 aminopeptidase inhibitors, primary screen, biochemical, single point, plate reader. inhibition, % at 10.7 µM. recombinant ERAP1, Leu-AMC fluorescence, 60 min. hit rate 0.15% among 340,000. Endoplasmic reticulum aminopeptidase 1 (Homo sapiens), Q9NZ08;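 active = mean replicate inhibition of at least 30%, or all replicates individually reaching that 30% level; inactive = mean below 30% and not every replicate reaching it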;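 also: 0% = neutral control wells and 100% = L-leucinethiol positive control wells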
# S100A4 MyoIIA: inhibitors of S100A4-myosin IIA peptide binding, primary screen, biochemical, fluorescence polarization, TAMRA-MyoIIA peptide. Protein S100-A4 (Homo sapiens), P26447. hit rate 0.14% among 360,000. inhibition, % at 10.7 µM. AID 652163, 2013;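 active = mean inhibition of at least 70% across replicates, with every replicate also reaching that level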
# Target sequence (P26447 whole entry, looked up): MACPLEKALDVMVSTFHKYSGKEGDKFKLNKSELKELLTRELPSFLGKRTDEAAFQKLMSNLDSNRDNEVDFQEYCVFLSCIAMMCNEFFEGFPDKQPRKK
#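 Compound dosing: one dose per compound; test system: human S100A4 monomer with TAMRA-labelled myosin IIA peptide; probe or stimulus: TAMRA-labelled myosin IIA heavy-chain peptide probe, 5 nM; medium: HEPES buffer with Ca2+, pH 7.2; schedule: 5 min incubation before reading; benchmarks: neutral control DMSO, positive control TFP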
# RAD54 inh: inhibitors of human RAD54 branch migration, primary screen, biochemical, fluorescence, single point | DNA repair and recombination protein RAD54-like (Homo sapiens), Q92698 | RAD54 Holliday junction branch migration, FAM/BHQ fluorescence | hit rate 0.14% among 360,000 | inhibition, % at 10.4 µM | AID 602329, 2012;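 active = mean normalized replicate activity at least 40 and at least half of replicates scoring 40 or more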;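 also: 0% = median of neutral control wells and 100% = median of positive control wells; inhibitors cause a drop in the FAM fluorescence signal; in these data hits start at about 50%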
# Active calls of the source: *; . = no result given.
SMILES,E-sel inducer,ERp5 inh,RAD52 inh,esBAF inh,XiGFP reactiv,ERAP1 inh,S100A4 MyoIIA,RAD54 inh
Cc1cccc(NC(=O)/C(C#N)=C\c2cc(C)n(-c3ccc(C(=O)O)cc3)c2C)c1,.,-2.9,-17.2,.,-0.1,15.4,0.6,.
Cc1ccc(N2C(=O)NC(C(F)(F)F)(C(F)(F)F)C3=C2CC(C)(C)CC3=O)cc1,.,2.1,-14.8,.,-0.1,-0.5,-0.1,4.6
CCC(=O)N1CC2(C1)[C@H](c1ccccc1)[C@H](CO)N2C(=O)c1ccncc1,-0.1,-6.1,-14.0,.,0.2,-0.6,-26.5,.
CCCN(C)C[C@H]1Oc2cc(C#CC3CCCC3)ccc2S(=O)(=O)N([C@@H](C)CO)C[C@H]1C,0.2,-4.1,-57.5,-3.2,-0.1,-13.3,4.6,-1.2
O=C1CCC(C(=O)OC(C(=O)c2c[nH]c3ccccc23)c2ccccc2)=NN1 (stereo unspecified),0.0,-0.9,-5.9,3.5,0.0,-3.8,-7.7,3.4
O=C(C[C@H]1C[C@H]2c3cc(NS(=O)(=O)c4ccccc4)ccc3O[C@H]2[C@@H](CO)O1)NCC1CC1,0.1,2.0,4.4,4.7,0.2,-3.1,9.4,-1.7
CC(=O)N1Cc2cc(C(=O)NCC(F)(F)F)nc(-c3cccc(-c4cncnc4)c3)c2[C@H]1CCO,0.0,-2.0,5.8,.,0.1,3.4,-6.1,.
COCCCNC(=O)c1ccc(CN2CCc3ccccc3C2)cc1,-0.4,-3.6,-8.2,.,0.1,1.1,1.7,.
COc1cc(OC)cc(C(=O)Nc2ccc(N3CCOCC3)cc2N2CCOCC2)c1,-0.7,0.9,-6.7,-2.2,0.0,0.3,-0.6,8.5
CCn1c(C(=O)N2CCc3ccccc3C2)cc2sccc21,0.3,0.4,-29.2,-1.5,0.3,-1.1,-0.5,-1.3
Cc1ccc(NC(=O)c2cccs2)cc1NC(=O)c1cccnc1,0.2,5.7,-3.7,.,0.0,-4.1,-4.8,.
Cc1ccc2nnn(Cc3cccc(C(C)(C)C)c3O)c2c1,-0.1,1.5,-7.3,2.5,0.0,-4.5,-0.7,-4.2
COc1ccc(CNC(=O)C2CCN(S(=O)(=O)N3CCC(C)CC3)CC2)c(OC)c1,-0.2,-4.1,-11.7,1.1,0.2,-2.2,52.2,-0.8
Oc1ccc(N2CCN(Cc3c(-c4ccccc4)nc4ccccn34)CC2)cc1,0.0,0.7,-13.5,-6.4,0.0,-8.5,15.0,-4.1
Cc1ccc(C(C)C)cc1NC(=O)Nc1ccc([N+](=O)[O-])cc1,.,1.6,-13.0,.,-0.1,-4.9,-0.6,.
C[C@@H]1CN([C@@H](C)CO)C(=O)c2cc(NC(=O)Cc3ccccc3)ccc2O[C@@H]1CN(C)Cc1ccc(C(=O)Nc2ccccc2N)cc1,7.8,11.1,15.6,-26.3,0.2,-0.2,-11.4,-1.5
CC(C)OCC(O)Cn1c(N2CCCC2)nc2c1c(=O)[nH]c(=O)n2C (stereo unspecified),.,-4.9,-4.9,-0.7,.,3.3,8.4,-8.5
CCCC(=O)N1CCC2(CC1)CN(Cc1ccncc1)[C@H](CO)c1[nH]c3cc(OC)ccc3c12,-0.4,2.8,-77.6,.,0.2,-2.7,0.8,.
CSc1ccc(NC(=O)NCc2cccnc2)cc1,-0.1,-1.1,0.1,10.8,0.0,0.1,4.7,2.0
COC(=O)CCc1c(C)c(C(=O)c2cc(F)c(F)c(F)c2F)c2ccccn12,4.3,1.2,-9.0,.,0.0,1.2,-1.1,.
Cn1cc(CN2CCCCC2c2ccccn2)c(-c2ccc3c(c2)OCCO3)n1 (stereo unspecified),.,-2.0,-10.2,.,0.2,4.9,-3.6,.
COc1ccc2c3c(n(C)c2c1)[C@H](CO)N(C(=O)CN(C)C)CC31CCN(S(C)(=O)=O)CC1,-0.1,-7.9,-8.3,.,0.2,0.4,7.6,.
Cc1ccnc(SCc2cc(=O)c(OC(=O)c3ccc(S(=O)(=O)N(C)C)cc3)co2)n1,0.2,15.6,-21.1,.,0.0,6.7,-8.7,.
CC(=O)N1CCn2c3c(c4cc(C)ccc42)CCCC31 (stereo unspecified),8.4,-9.3,-14.8,-1.1,0.4,1.6,-9.6,-7.5
O=C(C/C=N\OCc1ccc([N+](=O)[O-])cc1)Nc1ccc(Br)cc1,.,9.0,-3.7,.,0.0,10.5,-0.7,.

# Compound profiles, as listed above:
# CC(=O)N1Cc2cc(C(=O)NCC(F)(F)F)nc(-c3cccc(-c4cncnc4)c3)c2[C@H]1CCO is listed as E-sel inducer = 0.0; ERp5 inh = -2.0; RAD52 inh = 5.8; esBAF inh = .; XiGFP reactiv = 0.1; ERAP1 inh = 3.4; S100A4 MyoIIA = -6.1; RAD54 inh = .
# COc1ccc2c3c(n(C)c2c1)[C@H](CO)N(C(=O)CN(C)C)CC31CCN(S(C)(=O)=O)CC1 is listed as E-sel inducer = -0.1; ERp5 inh = -7.9; RAD52 inh = -8.3; esBAF inh = .; XiGFP reactiv = 0.2; ERAP1 inh = 0.4; S100A4 MyoIIA = 7.6; RAD54 inh = .
# COc1ccc(CNC(=O)C2CCN(S(=O)(=O)N3CCC(C)CC3)CC2)c(OC)c1 is listed as E-sel inducer = -0.2; ERp5 inh = -4.1; RAD52 inh = -11.7; esBAF inh = 1.1; XiGFP reactiv = 0.2; ERAP1 inh = -2.2; S100A4 MyoIIA = 52.2; RAD54 inh = -0.8

# Next section:
SMILES,E-sel inducer,ERp5 inh,RAD52 inh,esBAF inh,XiGFP reactiv,ERAP1 inh,S100A4 MyoIIA,RAD54 inh
CO[C@H]1CN(C)C(=O)c2cc(NC(=O)C3CCCC3)ccc2OC[C@H](C)N(C(=O)CC2CC2)C[C@@H]1C,-0.1,6.0,-11.5,-0.6,0.0,-0.6,-8.7,4.5
O=C(C1CCCC1)N1CC(=O)N2[C@H](CO)[C@H](c3ccc(C#CCc4ccccc4)cc3)[C@H]2C1,0.5,-0.2,-12.4,.,0.0,-2.0,-11.8,.
CN(C[C@@H]1N[C@H](CO)[C@@H]1c1ccc(-c2cccc(F)c2)cc1)C(=O)CC1CC1,0.1,-3.1,-24.3,.,0.2,-0.3,-6.5,.
CC(C)(C)OC(=O)N1CCC(Cc2cc(-c3cccc(Br)c3)no2)(C(=O)O)CC1,-0.1,3.7,-21.1,-2.3,0.0,0.3,-1.4,1.5
Cc1ccc(CNC(=O)C(c2ccccc2)c2ccccc2)cc1,0.5,2.6,-8.6,-7.6,-0.1,-7.6,10.9,-3.0
CSc1ncnc2c1ncn2CCCNCc1ccc(C)o1,.,2.8,-7.8,-3.0,-0.1,0.1,-5.3,1.3
CCOC(=O)N1CCC(NC(=O)c2ccc3c(Cl)c4c(nc3c2)CCCC4)CC1,-0.1,-1.9,7.2,11.4,-0.1,5.2,2.6,7.8
O=C(CSc1nncc(=O)[nH]1)NCc1ccccc1,0.0,-9.2,-14.0,0.5,0.0,2.1,6.4,.
COc1ccccc1NC(=O)Cn1cnc2c(nc3n2CCCCC3)c1=O,.,-2.0,-3.4,-8.5,0.2,-1.0,0.7,-7.1
CC(=O)N1CC(C(=O)Nc2ccc3c(c2)OCO3)Oc2ccccc21 (stereo unspecified),0.2,-5.6,-80.0,21.0,-0.1,0.3,-8.7,1.2
C[C@@H](NC(=O)C[C@H]1C[C@H]2c3cc(NC(=O)C4CCC4)ccc3O[C@H]2[C@H](CO)O1)c1ccccc1,-0.1,-3.3,0.5,2.9,0.5,1.0,0.6,0.2
CCc1ccccc1NC(=O)c1ccc(NS(C)(=O)=O)cc1,.,5.0,0.1,.,0.0,4.7,2.2,.
CC(C)OP(=O)(OC(C)C)C1(NS(=O)(=O)c2ccc(Cl)cc2)C=C(Cl)C(=O)C(Cl)=C1,.,-2.2,-8.3,4.9,0.0,12.0,0.3,-0.5
CO[C@H]1CN(C)C(=O)c2cc(NC(=O)c3ccccc3)ccc2OC[C@@H](C)N(C(=O)C2CC2)C[C@@H]1C,-0.3,-4.2,-10.4,0.7,0.5,2.8,1.2,4.1
O=C1CC/C=C\C[C@@H](CC(=O)N(CCO)Cc2ccccc2)C(=O)NCCO1,0.7,-5.6,-11.7,-4.6,0.2,4.5,-2.5,-2.0
C[C@@H]1CN([C@H](C)CO)C(=O)Cc2cc(NC(=O)Cc3ccccc3)ccc2O[C@H]1CN(C)C(=O)Nc1ccc(C(F)(F)F)cc1,-3.1,-7.6,9.2,-1.3,-0.1,-1.5,-5.4,-0.8
Cc1ccc(NC(=O)Cn2cc(S(=O)(=O)c3ccc(F)cc3)c(=O)c3cc(F)ccc32)cc1,.,1.8,-14.1,1.2,0.5,0.1,-1.5,3.1
CO[C@@H]1CN(C)C(=O)c2ccc(NC(=O)C3CCOCC3)cc2OC[C@H](C)N(Cc2cccnc2)C[C@H]1C,-0.2,1.8,-2.9,0.1,0.3,1.9,3.7,2.7
C[C@@H]1CN([C@@H](C)CO)C(=O)c2cc(NC(=O)CCC(F)(F)F)ccc2O[C@@H](C)CCCCO[C@@H]1CN(C)CC1CCCCC1,-0.3,.,.,-4.6,-0.3,.,.,11.6
O=C(O)[C@H]1[C@H](CO)[C@H]2Cn3c(ccc(-c4ccccc4F)c3=O)[C@H]2N1Cc1ccccc1,0.2,1.2,-21.8,1.5,0.2,-1.1,0.0,-12.2
N#CC(=C(O)COC(=O)CCC1CCCCC1)c1nc2ccccc2[nH]1,4.5,-1.4,-206.4,.,0.1,3.2,-5.8,-7.6
O=C(Cn1cc(C(F)(F)F)ccc1=O)NC(c1ccccc1)c1ccccc1,.,-46.3,-7.8,.,0.0,6.7,3.9,.
C[C@@H]1CN([C@@H](C)CO)C(=O)c2cc(NC(=O)c3ccncc3)ccc2O[C@@H](C)CCCCO[C@@H]1CN(C)Cc1ccc(C(=O)O)cc1,0.0,2.9,59.2*,-7.1,0.0,3.0,-45.2,3.4
Cc1cccc(NC(=O)CN2C(=O)N/C(=C/c3ccc(-c4cccc(C(=O)O)c4C)o3)C2=O)c1,.,-4.5,-19.9,2.0,1.2,-17.9,1.7,-0.2
Cc1ccc(S(=O)(=O)CC(=O)Nc2nc3ccc(S(N)(=O)=O)cc3s2)cc1,.,1.2,-19.5,-6.6,-0.1,4.7,6.0,-14.0
Cc1ccc(-n2nnnc2SCC(=O)c2c(N)n(C3CC3)c(=O)[nH]c2=O)cc1C,.,9.6,-16.5,2.1,0.0,4.8,11.5,-4.1
COc1cc(OC)c(OC)cc1CCC(C)NC(=O)Cc1ccccc1 (stereo unspecified),.,-0.1,-6.5,-2.6,0.3,2.0,11.8,3.2
COc1ccccc1CCn1cnc(-c2ccccc2)c1CC(C)C,-0.2,0.9,3.9,.,0.1,2.2,-1.3,.
